MazEF act – activators of E. coli MazEF toxin-antitoxin RNase, primary screen, biochemical, fluorescence, uHTS; FAM/BHQ RNA-DNA oligo cleavage fluorescence, 5 h; activation, % at 20 µM; hit rate 0.32% among 350,000; in the data active = activation above about 50%
Target sequence (P0AE70 whole entry, looked up): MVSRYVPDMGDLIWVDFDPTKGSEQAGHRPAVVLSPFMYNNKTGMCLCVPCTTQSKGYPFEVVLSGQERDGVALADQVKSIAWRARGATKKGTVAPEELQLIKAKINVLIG
CCHFV vOTU inh – CCHFV vOTU protease inhibitors, primary screen, biochemical, Pep-AMC substrate, fluorescence; hit rate 0.55% among 370,000; inhibition, % at 11.5 µM; Crimean-Congo hemorrhagic fever virus L polyprotein viral ovarian tumor (vOTU) protease …; also: 0% = vehicle wells with enzyme and 100% = no enzyme wells
Mtb UGM inh – M. tuberculosis UGM enzyme inhibitors, primary screen, biochemical, fluorescence polarization, single point | UDP-galactopyranose mutase (Mycobacterium tuberculosis (strain ATCC 25618 / H37Rv)), … | purified UGM, fluorescence polarization probe displacement | inhibition, % at 10 µM | hit rate 0.06% among 320,000 | AID 504406, 2011; in the data active = inhibition above about 10%, passing the limit was not always enough; inconclusive = no clear call, values can overlap the other calls
Target sequence (P9WIQ1 whole entry, looked up): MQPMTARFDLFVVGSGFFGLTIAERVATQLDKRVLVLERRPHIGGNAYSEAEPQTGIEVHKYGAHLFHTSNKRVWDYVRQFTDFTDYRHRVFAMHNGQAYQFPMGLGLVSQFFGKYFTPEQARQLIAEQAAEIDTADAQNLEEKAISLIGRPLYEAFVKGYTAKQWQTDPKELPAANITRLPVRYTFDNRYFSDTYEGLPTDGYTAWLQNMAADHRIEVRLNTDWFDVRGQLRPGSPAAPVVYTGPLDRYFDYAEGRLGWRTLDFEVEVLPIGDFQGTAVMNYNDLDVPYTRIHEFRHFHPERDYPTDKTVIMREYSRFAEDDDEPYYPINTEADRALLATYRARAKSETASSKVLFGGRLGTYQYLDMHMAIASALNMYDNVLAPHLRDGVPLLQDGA
VHR inh abs – VHR1 phosphatase inhibitors, primary screen, biochemical, absorbance, uHTS. Dual specificity protein phosphatase 3 (Homo sapiens), P51452. recombinant VHR phosphatase, pNPP absorbance. inhibition, % at 13.3 µM. hit rate 0.52% among 290,000. AID 1654, 2009; in the data active = inhibition above about 50%; also: some compounds called inactive have numbers as strong as hits
Target sequence (P51452 whole entry, looked up): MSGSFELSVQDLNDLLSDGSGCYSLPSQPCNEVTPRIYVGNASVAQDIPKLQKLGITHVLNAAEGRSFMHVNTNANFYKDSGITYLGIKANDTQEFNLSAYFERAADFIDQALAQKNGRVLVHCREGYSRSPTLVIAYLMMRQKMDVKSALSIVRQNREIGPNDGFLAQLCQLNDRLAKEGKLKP
GDH-TPI counter – GDH-TPI coupling enzyme inhibitors, primary screen, artefact control for M. tuberculosis FBA inhibitor project, biochemical, absorbance, full deck; hit rate 1.2% among 360,000; GDH-TPI coupled enzyme counterscreen, NADH absorbance; inhibition, % at 4.8 µM; AID 588335, 2011;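 also: 0% = DMSO wells and 100% = wells lacking the enzyme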
FadD28 binding – inhibitors of FadD28 bisubstrate probe binding, primary screen, biochemical, fluorescence polarization, single point; hit rate 0.22% among 360,000; AID 588549, 2011; Mycobacterium tuberculosis FadD28 fatty-acid-AMP ligase; inhibition, % at 12.5 µM; in the data active = inhibition above about 8.5%, passing the limit was not always enough; inconclusive = no clear call, values can overlap the other calls
BioA inh – M. tuberculosis BioA enzyme inhibitors, primary screen, biochemical, plate reader, single point, HTS; 7,8-diaminopelargonic acid synthase BioA (Mycobacterium tuberculosis); AID 602481, 2012; inhibition, % at 9.99 µM; purified M. tuberculosis BioA enzyme; hit rate 0.096% among 360,000; in the data active = inhibition above about 40%; inconclusive = no clear call, values can overlap the other calls
Rv3671c protease – Rv3671c serine protease inhibitors, primary screen, biochemical, fluorescence polarization, M. tuberculosis H37Rv; P9WHR9; inhibition, % at 5.96 µM; hit rate 0.048% among 320,000; in the data active = inhibition above about 38%;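 also: extracellular domain of Rv3671c used as enzyme; 0% = enzyme with DMSO and 100% = no enzyme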
BoNT F protease – BoNT/F light chain protease inhibitors, primary screen, biochemical, flow cytometry, MLPCN library. hit rate 0.22% among 360,000. Multiplex microsphere protease cleavage assay. AID 588497, 2011. Botulinum neurotoxin type F light chain protease (Clostridium botulinum). inhibition, % at 10 µM; in the data active = inhibition above about 35%, passing the limit was not always enough; inconclusive = no clear call, values can overlap the other calls; also: plate controls were buffer without enzyme for full effect and enzyme alone for no effect
Mtb FBA inh – Mtb FBA enzyme inhibitors, primary screen, biochemical, fluorescence, strain H37Rv | Fructose-bisphosphate aldolase (Mycobacterium tuberculosis (strain ATCC 25618 / H37Rv)), … | purified M. tuberculosis FBA, fluorescence read-out | inhibition, % at 1 µM | hit rate 2.3% among 360,000 | AID 588726, 2011; in the data active = inhibition above about 27%;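 also: 0% = vehicle and 100% = reference inhibitor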
Active calls of the source: *. Rule as the data show it, unless noted: active = inhibition above about 30%; inactive = the rest.

O=C(COC(=O)c1cc(-c2ccccc2Cl)nc2ccccc12)Nc1ncc(C(F)(F)F)cc1Cl was read as MazEF act -6, CCHFV vOTU inh -3, Mtb UGM inh 0.3, VHR inh abs 46, GDH-TPI counter 11, FadD28 binding 0.1, BioA inh -0.2, Rv3671c protease 10, BoNT F protease 1 and Mtb FBA inh 1.
Screening COc1ccccc1N1CCN(C(=O)CSc2nc3ccccc3o2)CC1 returned MazEF act -3, CCHFV vOTU inh -4, Mtb UGM inh 2.5, VHR inh abs 30, GDH-TPI counter 8, FadD28 binding 0.8, Rv3671c protease 4, BoNT F protease 3 and Mtb FBA inh 1.
`COc1cccc(NC(=S)NCc2cccnc2)c1` gave MazEF act 3, CCHFV vOTU inh -17, Mtb UGM inh 0.3, VHR inh abs 2, GDH-TPI counter 4, FadD28 binding -1.5, Rv3671c protease 7, BoNT F protease 1 and Mtb FBA inh 3.
Screening CS(=O)(=O)N(CC(=O)Nc1ccccc1C(=O)NCc1ccco1)c1ccc2c(c1)OCCO2 returned MazEF act 0, CCHFV vOTU inh -13, Mtb UGM inh 1.5, VHR inh abs 29, GDH-TPI counter 5, FadD28 binding 0.4, Rv3671c protease -16, BoNT F protease -4 and Mtb FBA inh 1.
`O=C(Oc1ccc2c(=O)c(Oc3ccc4ccccc4c3)coc2c1)c1cncc(Br)c1` gave MazEF act -11, CCHFV vOTU inh 2, Mtb UGM inh -1.6, VHR inh abs -15, GDH-TPI counter 3, FadD28 binding -3.6, BioA inh -0.3, Rv3671c protease -12, BoNT F protease 36* and Mtb FBA inh 30*.
`COC(=O)c1cc2ccsc2n1CC(=O)Nc1ccc(N(C)C)cc1` gave MazEF act 6, CCHFV vOTU inh -10, Mtb UGM inh -5.4, VHR inh abs 6, GDH-TPI counter 4, FadD28 binding -3.7, Rv3671c protease -2, BoNT F protease -8 and Mtb FBA inh 3.
Screening Cc1oc2cc3oc(=O)c(CC(=O)NCCC(=O)O)c(C)c3cc2c1C returned MazEF act -4, CCHFV vOTU inh -19, VHR inh abs 2, GDH-TPI counter 18, FadD28 binding -2.0, BioA inh -2.1, BoNT F protease -18 and Mtb FBA inh 8.
For Cc1ccc(-n2ncc3c(=O)[nH]cnc32)c(C)c1 the results were MazEF act 3, CCHFV vOTU inh -3, Mtb UGM inh 2.7, VHR inh abs 2, GDH-TPI counter 13, FadD28 binding 1.1, BioA inh -1.0, Rv3671c protease 0, BoNT F protease inconclusive and Mtb FBA inh 2.
Screening COCCNc1nnc(SC(C)C(=O)Nc2ccc(-c3nc4ccc(C)cc4s3)cc2)s1 (configuration not stated) returned MazEF act -6, CCHFV vOTU inh -17, Mtb UGM inh 0.6, VHR inh abs 14, GDH-TPI counter 29, FadD28 binding -3.6, BioA inh -1.1, Rv3671c protease -28, BoNT F protease 8 and Mtb FBA inh 40*.
O=C(N/N=C/c1cccnc1)c1cccc(Br)c1 was read as MazEF act 0, CCHFV vOTU inh 3, Mtb UGM inh -1.1, VHR inh abs 26, GDH-TPI counter 4, FadD28 binding -0.7, BioA inh 11, BoNT F protease inconclusive and Mtb FBA inh 0.
For COc1cccc(NC(=O)CN(C)C(=O)CCNS(=O)(=O)c2ccc(C)cc2)c1 the results were MazEF act 9, CCHFV vOTU inh -7, Mtb UGM inh 1.2, GDH-TPI counter -5, FadD28 binding -1.1, BioA inh 0.3, Rv3671c protease 7, BoNT F protease -4 and Mtb FBA inh 2.
`COc1ccc(C(=O)CSc2nc3cccnc3n2C)cc1` gave MazEF act -7, CCHFV vOTU inh 3, Mtb UGM inh -1.0, VHR inh abs 18, GDH-TPI counter 1, FadD28 binding -3.1, BioA inh 1.2, Rv3671c protease -11, BoNT F protease -6 and Mtb FBA inh -8.
For COc1ccc(CN(C)C[C@@H]2OCCCC[C@H](C)Oc3ccc(NC(=O)Cc4ccccc4)cc3C(=O)N([C@@H](C)CO)C[C@@H]2C)cc1 the results were MazEF act 3, CCHFV vOTU inh 7, GDH-TPI counter 1, FadD28 binding -5.8, BioA inh -4.3, BoNT F protease -6 and Mtb FBA inh 1.
For O=C(NCc1ccc(Cl)cc1)C(=O)NCC1OCCN1S(=O)(=O)c1ccc2c(c1)OCCO2 (configuration not stated) the results were MazEF act -6, CCHFV vOTU inh 11, Mtb UGM inh 0.4, VHR inh abs 19, GDH-TPI counter 7, FadD28 binding -5.2, BioA inh -2.2, Rv3671c protease 0, BoNT F protease -7 and Mtb FBA inh 1.
`O=C(COC(=O)Cc1ccsc1)NC1CCCCCC1` gave MazEF act 4, CCHFV vOTU inh -4, Mtb UGM inh -3.1, VHR inh abs 27, GDH-TPI counter 3, FadD28 binding 0.7, Rv3671c protease 3, BoNT F protease 6 and Mtb FBA inh 3.
O=C(Nc1ccccc1C(=O)O)c1cc(S(=O)(=O)NCc2ccccc2)ccc1Cl was read as MazEF act 3, CCHFV vOTU inh -11, Mtb UGM inh 0.6, VHR inh abs 1, GDH-TPI counter 0, FadD28 binding -18, BioA inh 0.9, Rv3671c protease -1, BoNT F protease -4 and Mtb FBA inh -1.
Screening CCN(CC)c1ccc(N=Cc2c(O)n(CCC3=CCCCC3)c(=O)[nH]c2=O)cc1 returned MazEF act -293, CCHFV vOTU inh 4, Mtb UGM inh 3.3, VHR inh abs 9, GDH-TPI counter -1, FadD28 binding 0.4, BioA inh -2.6, Rv3671c protease 5, BoNT F protease 21 and Mtb FBA inh 0.
`O=S(=O)(c1ccc(N2CCN(S(=O)(=O)c3ccc4c(c3)OCCO4)CC2)nc1)N1CCCC1` gave MazEF act 1, CCHFV vOTU inh -11, Mtb UGM inh 0.4, GDH-TPI counter -8, FadD28 binding 0.7, BioA inh -0.2, Rv3671c protease -10, BoNT F protease -10 and Mtb FBA inh 0.
Screening COc1ccc(C2(c3ccc(OC)cc3)NC(=O)N(CC(=O)N(C)C)C2=O)cc1 returned MazEF act 8, CCHFV vOTU inh 4, Mtb UGM inh 0.0, VHR inh abs 2, GDH-TPI counter -1, FadD28 binding 0.9, BioA inh 5.5, Rv3671c protease -5, BoNT F protease -1 and Mtb FBA inh 2.
`CC(C)C[C@@H]1NC(=O)[C@H](C(C)C)NC(=O)c2cc([N+](=O)[O-])cc(I)c2NCC[C@@H](C(N)=O)NC1=O` gave MazEF act 2, Mtb UGM inh -1.3, VHR inh abs 0 and Rv3671c protease -9.
Cc1cccc(C)c1NC(=O)C(=O)NCC1CCCN1S(=O)(=O)c1cccs1 (configuration not stated) was read as MazEF act -4, CCHFV vOTU inh -2, Mtb UGM inh 1.8, GDH-TPI counter 3, FadD28 binding 1.3, Rv3671c protease -12, BoNT F protease 9 and Mtb FBA inh 2.
NC(=O)C(NN=C(c1ccccc1)c1ccccc1)c1ccccc1 (configuration not stated) was read as MazEF act -5, CCHFV vOTU inh -8, GDH-TPI counter 8, FadD28 binding -4.9, BioA inh 0.5, BoNT F protease -2 and Mtb FBA inh -4.
`CCCCC[C@H](O)/C=C/C1=C(CCCCCCC(=O)O)C(=O)CC1` gave MazEF act 4, Mtb UGM inh 3.5, VHR inh abs 1, GDH-TPI counter 2, FadD28 binding 0.3, BioA inh 0.6, Rv3671c protease 2, BoNT F protease 1 and Mtb FBA inh 4.
Cc1ccc(-c2ccc(SCC(=O)N3CCN(c4ccccc4)CC3)nn2)cc1 was read as MazEF act -2, CCHFV vOTU inh -5, Mtb UGM inh 2.4, VHR inh abs -20, GDH-TPI counter -4, FadD28 binding 0.6, Rv3671c protease 1, BoNT F protease -5 and Mtb FBA inh 1.
`Cc1nc2c(-c3ccc(F)cc3)cnn2c2c1CCC2` gave MazEF act 4, CCHFV vOTU inh -8, Mtb UGM inh -1.6, VHR inh abs 12, GDH-TPI counter 9, FadD28 binding 0.0, Rv3671c protease -2, BoNT F protease -6 and Mtb FBA inh 1.
Cc1ccnc(NC(=S)NC(=O)/C=C/c2ccco2)c1 was read as MazEF act 4, CCHFV vOTU inh 9, Mtb UGM inh 1.1, VHR inh abs 6, GDH-TPI counter 5, FadD28 binding -1.4, Rv3671c protease 3, BoNT F protease -5 and Mtb FBA inh 6.
`C=CCn1c(SCc2ccc(Cl)cc2)nc2c1c(=O)[nH]c(=O)n2C` gave MazEF act 0, CCHFV vOTU inh -2, Mtb UGM inh 0.3, VHR inh abs -18, GDH-TPI counter -1, FadD28 binding -1.9, BioA inh -0.9, Rv3671c protease -9, BoNT F protease 6 and Mtb FBA inh -4.
`CCCn1cc(CN2CCc3ccc(NC(=O)C4CCCO4)cc3C2)c(C)n1` (configuration not stated) gave MazEF act 6, CCHFV vOTU inh -1, Mtb UGM inh 0.6, VHR inh abs -10, GDH-TPI counter -1, FadD28 binding -2.3, BioA inh -0.8, Rv3671c protease -9, BoNT F protease -4 and Mtb FBA inh 3.
CC(=O)Nc1ccc(CC(=O)Nc2ccc3c(c2)OC2(CCCC2)O3)cc1 was read as MazEF act -20, CCHFV vOTU inh 4, GDH-TPI counter 0, FadD28 binding -4.3, BioA inh -0.3, BoNT F protease -2 and Mtb FBA inh -4.
`Cn1nnnc1SCC(=O)Nc1ncc(Cl)cc1Cl` gave MazEF act 1, CCHFV vOTU inh 14, Mtb UGM inh -0.1, GDH-TPI counter -1, FadD28 binding -4.6, BioA inh 0.0, Rv3671c protease -1, BoNT F protease -10 and Mtb FBA inh -2.

Quoted at random: 5 entries already listed.
Cc1cccc(C)c1NC(=O)C(=O)NCC1CCCN1S(=O)(=O)c1cccs1 (configuration not stated) was read as MazEF act -4, CCHFV vOTU inh -2, Mtb UGM inh 1.8, GDH-TPI counter 3, FadD28 binding 1.3, Rv3671c protease -12, BoNT F protease 9 and Mtb FBA inh 2.
Cc1ccnc(NC(=S)NC(=O)/C=C/c2ccco2)c1 was read as MazEF act 4, CCHFV vOTU inh 9, Mtb UGM inh 1.1, VHR inh abs 6, GDH-TPI counter 5, FadD28 binding -1.4, Rv3671c protease 3, BoNT F protease -5 and Mtb FBA inh 6.
CC(=O)Nc1ccc(CC(=O)Nc2ccc3c(c2)OC2(CCCC2)O3)cc1 was read as MazEF act -20, CCHFV vOTU inh 4, GDH-TPI counter 0, FadD28 binding -4.3, BioA inh -0.3, BoNT F protease -2 and Mtb FBA inh -4.
NC(=O)C(NN=C(c1ccccc1)c1ccccc1)c1ccccc1 (configuration not stated) was read as MazEF act -5, CCHFV vOTU inh -8, GDH-TPI counter 8, FadD28 binding -4.9, BioA inh 0.5, BoNT F protease -2 and Mtb FBA inh -4.
`Cc1nc2c(-c3ccc(F)cc3)cnn2c2c1CCC2` gave MazEF act 4, CCHFV vOTU inh -8, Mtb UGM inh -1.6, VHR inh abs 12, GDH-TPI counter 9, FadD28 binding 0.0, Rv3671c protease -2, BoNT F protease -6 and Mtb FBA inh 1.

Compound activity: PubChem, several laboratories
